TRPC4 inh: inhibitors of mouse TRPC4 channel. HEK293 TRPC4beta/mu-opioid, DAMGO-evoked Fluo4 calcium flux; active compounds read low. Q9QUQ5. AID 2247. 300,000 compounds, 0.39% hits. B-score at 10 µM;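 active = B-score over 3 SD under the library average, no early fluorescence shift, positive overall ratio signal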
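Material: HEK293 cells with stable TRPC4beta plus mu-opioid receptor expression; probe or stimulus: DAMGO in two steps, submaximal then maximal; technique: Fluo4 calcium fluorescence by kinetic imaging, 5 s 1 Hz baseline; measure: integrated fluorescence ratio relative to baseline, converted to per-well B score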
TRPC4 potent: TRPC4 (mouse) allosteric potentiation. 310,000 compounds, 0.42% hits. HEK293 TRPC4beta/mu-opioid, DAMGO EC20, Fluo-4 Ca2+ flux; active compounds read high. Q9QUQ5. B-score at 10 µM;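 active = B-score of calcium response area above 5 SD of library B-scores, with initial fluorescence ratio within 5 SD of library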;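 note: B-score of integrated fluorescence ratio over time as area under calcium response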
TMEM16A inh: mouse TMEM16A channel inhibition, primary screen; Q8BHY3; HEK293 TMEM16A/YFP iodide influx fluorescence, ionomycin; normalized B-score (activity score, 25-100; higher = stronger inhibition) at 10 µM; 310,000 compounds, 1.2% hits; AID 588511;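 active = ratio plate-corrected score three or more library SD toward inhibition, starting fluorescence score within five deviations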;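 note: score derived from kinetic fluorescence span divided by baseline fluorescence per well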
MrgX1 ag: activates human MrgX1 receptor signaling; Q96LB2; MrgX1-HEK293 cells, Fluo-4 calcium fluorescence, agonist mode; active compounds read high; B-score at 10 µM; 310,000 compounds, 0.44% hits;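 active = calcium response B-score plate-corrected fluorescence ratio at least 3 library SD, with starting fluorescence B-score inside 5 SD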
Target sequence (Q96LB2 whole entry, looked up): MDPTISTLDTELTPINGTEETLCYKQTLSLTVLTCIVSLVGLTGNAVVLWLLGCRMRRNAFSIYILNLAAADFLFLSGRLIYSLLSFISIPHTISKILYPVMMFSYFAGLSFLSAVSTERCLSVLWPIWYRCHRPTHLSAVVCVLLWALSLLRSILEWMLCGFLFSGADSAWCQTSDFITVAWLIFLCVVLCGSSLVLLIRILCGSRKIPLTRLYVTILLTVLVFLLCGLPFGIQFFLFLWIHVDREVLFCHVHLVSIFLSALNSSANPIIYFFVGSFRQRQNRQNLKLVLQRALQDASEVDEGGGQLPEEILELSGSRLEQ
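Assay system: MrgX1-expressing HEK293 cells / Amount: fifteen thousand cells per well / Doses: test compound in the initial addition of three / Timing: cells plated overnight, dye loaded 0.5 h 37 °C, 0.5 h room temperature / Technique: kinetic calcium dye fluorescence, Fluo-4 NW / Control set: positive and negative controls per plate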
MrgX1 antag: antagonists of human MrgX1 receptor; Q96LB2; MRGX1-HEK293 calcium flux, Fluo-4, BAM8-22 antagonism; active compounds read low; B-score at 10 µM; 310,000 compounds, 1.3% hits; AID 588676;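 active = calcium-response B-score plate-corrected more than 3 library SD below zero, starting fluorescence within 5 deviations, no agonist response on first addition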;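 note: peak minus trough fluorescence over baseline after final BAM8-22 challenge near maximal dose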
TRPC4 act: activators of mouse TRPC4 channel; AID 2237; B-score at 10 µM; 310,000 compounds, 0.49% hits; Q9QUQ5; HEK293 TRPC4beta/mu-opioid, Fluo4 calcium fluorescence; active compounds read high;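 active = B-score above 5 SD of library B-scores, and initial fluorescence ratio not above library mean plus 5 SD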;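 note: positive B-score marks a calcium rise read as TRPC4 activation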
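System – HEK293 cells stably co-expressing mouse TRPC4beta and mu-opioid receptor · Signal – Fluo4 calcium-sensitive dye fluorescence, kinetic, 1 Hz baseline · Benchmarks – buffer (low) and maximal DAMGO (high) · Read-out – B score of integrated fluorescence ratio per well · Incubation – dye loading 45 min room temperature, 110 s kinetic read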
TRPC6 act: activates the mouse TRPC6 cation channel. AID 2550. 310,000 compounds, 0.13% hits. Q61143. B-score at 10 µM. HEK293-TRPC6 membrane potential dye fluorescence; active compounds read high;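 active = B-score of the integrated fluorescence ratio above library mean plus 3 SD, and starting fluorescence ratio within library mean plus 5 SD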;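 note: higher score means more depolarization so channel activation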
MrgX1 PAM: human MrgX1 positive allosteric modulation, primary screen; MrgX1-HEK293, Fluo-4 calcium flux, FDSS; active compounds read high; B-score at 10 µM; AID 588675; Q96LB2; 310,000 compounds, 0.63% hits;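 active = plate-corrected calcium response at least 3 library SD above typical, normal starting fluorescence, not activating the receptor alone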;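 note: compound read alongside a low EC10 to EC30 dose of BAM8-22 agonist; peak minus trough fluorescence over baseline measured at the second addition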
SKKanGAS inh: blocks kanamycin growth of S. pyogenes SKKanGAS strain. BacTiter-Glo, 6 h. inhibition, % at 7.5 µM. 300,000 compounds, 1.3% hits;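 active = mean replicate score, as percent of positive control median, at least 50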;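 note: strain carries kanamycin resistance gene driven by streptokinase promoter and grows in 40 µg/ml kanamycin; loss of luminescence reflects streptokinase promoter inhibition or plain growth inhibition; 0% = median of DMSO wells and 100% = positive control at its reference dose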
TRPC6 inh: inhibitors of mouse TRPC6 channel. Q61143. HEK293-TRPC6, membrane potential dye, ACh-evoked depolarization; active compounds read low. B-score at 10 µM. 310,000 compounds, 1.1% hits. AID 2553;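 active = B-score under library mean minus 3 SD, initial fluorescence not abnormally high, positive integrated signal ratio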;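 note: B-score derived from integrated fluorescence ratio over the kinetic read; more negative B-score means stronger inhibition of depolarization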
ANO1 activ: mouse TMEM16A channel activation, primary screen; Q8BHY3; HEK293 TMEM16A/YFP-H148Q/I152L, iodide quench fluorescence; active compounds read low; B-score at 10 µM; 340,000 compounds, 0.3% hits; AID 623877;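 active = fluorescence-ratio B-score plate-corrected deviation score at least 3 library SD below zero, with starting fluorescence score within 5 deviations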;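 note: channel opened by trigger with iodide after compound preincubation; score built on the fluorescence ratio of max minus min over baseline; more negative score means more quench and so TMEM16A activation or potentiation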
* hit, by the source's call; i = inactive; . = not tested or not shown. Random draw from the library, and some 6.7% of all compounds hit somewhere here.

SMILES | TRPC4 inh | TRPC4 potent | TMEM16A inh | MrgX1 ag | MrgX1 antag | TRPC4 act | TRPC6 act | MrgX1 PAM | SKKanGAS inh | TRPC6 inh | ANO1 activ
O=C(Cn1c(NCCO)nc2ccccc21)N1CCN(Cc2ccccc2)CC1 | i | i | i | i | i | i | i | i | -2 | i | i
COc1ccccc1NC(=S)NNC(=O)c1nn(C)cc1Cl | i | i | i | i | i | i | i | i | -6 | i | i
CC(=O)c1cc(CN2CCC(n3nccc3NC(=O)c3ccccc3)CC2)cs1 | i | i | i | i | i | i | i | i | 0 | i | i
Cc1ccccc1N1C(=O)c2ccccc2C1O (stereo not given) | i | i | i | i | i | i | i | i | -2 | i | i
O=C(/C=C/c1ccccc1)NCC(=O)N/N=C/c1ccco1 | i | i | i | i | i | i | i | i | -3 | i | i
CCOC(=O)c1ccc(NC(=O)COc2cc(=O)n(CC)c3ccccc23)cc1 | i | i | i | i | i | i | i | i | -2 | i | i
CCC1(CC)NC(=O)N(CC(=O)OC(C)C(=O)Nc2ccc(Cl)cn2)C1=O (stereo not given) | i | i | i | i | i | i | i | i | -4 | i | i
CC(=O)Nc1ccc(S(=O)(=O)N2CCN(CCN3CCOCC3)CC2)cc1Cl | i | i | i | i | i | i | i | i | 20 | i | i
CCOC(=O)c1c(-c2ccccc2)csc1NC(=O)c1nn(CC)cc1Br | i | i | i | i | i | i | i | i | 32 | i | i
COc1ccc(-c2csc(Nc3ccc(S(N)(=O)=O)cc3)n2)cc1OC | i | i | i | i | i | i | i | i | 2 | i | i
Cc1cc(C(C)(C)C)oc1C(=O)N(CC(=O)NC1CCCC1)Cc1ccccc1 | i | i | i | i | i | i | i | i | -1 | i | i
Cc1nc(NC(=O)C2CC2)sc1C(=O)N1CCCCC1 | i | i | i | i | i | i | i | i | 1 | i | i
Cn1ccnc1SCCC#N | i | i | i | i | i | i | i | i | -4 | i | i
COc1cccc(NC(=O)CCc2ccccc2)c1 | . | . | i | i | i | . | . | i | . | . | i
Cc1cccc(NC(=O)CCSc2ccccc2)c1C | i | i | i | i | i | i | i | i | -1 | i | i
COc1ccccc1N1CCN(/N=C\c2ccc(C)o2)CC1 | i | i | i | i | i | i | i | i | -3 | i | i
O=C(N/N=C/c1ccc2cccnc2c1)c1ccco1 | i | i | i | i | i | i | i | i | -3 | i | i
Cc1cc(C)c2nc(NC(=O)C3CC(=O)N(Cc4ccco4)C3)sc2c1 (stereo not given) | i | i | i | i | i | i | i | i | . | i | i
Cc1c(S(=O)(=O)N2CCCC2)c(=O)n(C)c(=O)n1C | i | i | i | i | i | i | i | i | -9 | i | i
COc1ccc(-n2c(=S)[nH]c3cc(C(=O)NCCCN4CCCC4=O)ccc3c2=O)cc1 | i | i | i | i | i | i | i | i | -6 | i | i
Cc1ccc(S(=O)(=O)N2CCCCC2C(=O)N2CCN(c3ccccc3F)CC2)cc1 (stereo not given) | i | i | i | i | i | i | i | i | -12 | i | i
CCOc1ccc(C(=O)NC(=S)Nc2ccccn2)cc1[N+](=O)[O-] | i | i | i | i | i | i | i | i | -14 | i | i
Cc1ccc(S(=O)(=O)Nc2c(C(=O)O)[nH]c3ccccc23)cc1C | i | i | i | i | i | i | i | i | 2 | i | i
O=C(COc1cc(Cl)c(Cl)cc1Cl)N1CCN(c2ccccn2)CC1 | i | i | i | i | i | i | i | i | -1 | i | i
CC(NC(=O)C1CC=CCC1C(=O)O)C1CC2CCC1C2 (stereo not given) | i | i | i | i | i | i | i | i | -1 | i | i

Other entries.
SMILES | TRPC4 inh | TRPC4 potent | TMEM16A inh | MrgX1 ag | MrgX1 antag | TRPC4 act | TRPC6 act | MrgX1 PAM | SKKanGAS inh | TRPC6 inh | ANO1 activ
O=C(Cc1cccc2ccccc12)N/N=C/c1ccc(F)cc1 | i | i | i | i | i | i | i | i | -7 | i | i
COc1ccc(CCNC(=O)CCCOc2ccc(C)cc2)cc1OC | i | i | i | i | i | i | i | i | -8 | i | i
CCOC(=O)c1ccccc1NC(=O)COC(=O)c1ccccc1C(=O)N(C)c1ccccc1 | i | i | i | i | i | i | i | i | 35 | i | i
C=CCNC(=S)NC(=O)c1ccc(C)c(Br)c1 | i | i | i | i | i | i | i | i | -5 | i | i
Nc1c(C(=O)Nc2cccc(C(=O)O)c2)sc2nc3c(cc12)CCCC3 | i | i | i | i | i | i | i | i | 24 | i | i
CCC(=O)Nc1ccc(NC(=O)C23CC4CC(CC(C4)C2)C3)cn1 | i | i | i | i | i | i | i | i | 1 | i | i
Cc1ccccc1-c1ccnc2[nH]n(-c3ccccc3)c(=O)c12 | i | i | i | i | i | i | i | i | 7 | i | i
COC(=O)COc1cccc(/C=N/NC(=O)CCSc2ccccc2)c1 | i | i | i | i | i | i | i | i | -3 | i | i
Cc1ccc(C)c(NC(=S)N2CCC(NC(=O)C3CCCCC3)CC2)c1 | i | i | i | i | i | i | i | i | -6 | i | i
CCOC(=O)c1sc2nc(C3CC3)cc(-c3ccc(OC)cc3)c2c1N | i | i | i | i | i | i | i | i | 8 | i | i
COc1ccccc1N1CCN(S(=O)(=O)c2c[nH]c(=O)[nH]c2=O)CC1 | i | i | i | i | i | i | i | i | 7 | i | i
COc1ccc(Cl)cc1NC(=O)c1cc(C)no1 | i | i | i | i | i | i | i | i | -5 | i | i
CC1=C(C(=O)Nc2cccc(C(=O)NCc3ccc(F)cc3)c2)SCCO1 | i | i | i | i | i | i | i | i | -1 | i | i
COc1ccc(C(C)=O)cc1COC(=O)Cn1cnc2ccccc2c1=O | i | i | i | i | i | i | i | i | -11 | i | i
COc1ccc(S(=O)(=O)N(C)CC(=O)N2CCCC2)cc1Cl | i | i | i | i | i | i | i | i | 5 | i | i
CCC(C)(C)NC(=O)CN(C(=O)CCC(=O)Nc1nccs1)c1ccc(C)cc1 | i | i | i | i | i | i | i | i | 15 | i | i
COc1ccc(NC(=O)NNc2cc(N3CCOCC3)nc(N3CCOCC3)n2)cc1 | i | i | i | i | i | i | i | i | -9 | i | i
O=C(NCC(=O)N1CCN(c2ccccc2)CC1)c1ccccc1 | i | i | i | i | i | i | i | i | 0 | i | i
O=C(CN1CCC(O)(c2ccc3c(c2)OCO3)CC1)OC1CCCCC1 | i | i | i | i | i | i | i | i | 5 | i | i
CC(=O)Nc1ccc(Br)cc1C(=O)C(=O)O | i | i | i | i | i | i | i | i | -2 | i | i
Cc1occc1C(=O)NNC(=O)c1ccccc1C(=O)O | i | i | i | i | i | i | i | i | -7 | i | i
CN=C(NC)SC1CC(=O)N(c2ccccc2)C1=O (stereo not given) | i | i | i | i | i | i | i | i | -3 | i | i
O=C(Nc1cccc(F)c1)[C@@H]1CCCN1 | i | i | i | i | i | i | i | i | 3 | i | i
C[C@H](NC(=O)COc1ccc(Cl)cc1)C(=O)N1CCC2(CC1)NCCc1[nH]cnc12 | i | i | i | i | i | i | i | i | -4 | i | i
Cc1ccc(-c2c(NC(=O)c3ccco3)oc3ccccc3c2=O)cc1 | i | i | i | i | i | i | i | i | 3 | i | i

(further entries)
SMILES | TRPC4 inh | TRPC4 potent | TMEM16A inh | MrgX1 ag | MrgX1 antag | TRPC4 act | TRPC6 act | MrgX1 PAM | SKKanGAS inh | TRPC6 inh | ANO1 activ
Cc1ccc(-n2c(C)c3c(C)nnc(C)c3c2C)cc1N | i | i | i | i | i | i | i | 22* | -2 | i | i
O=C(CN1C(=O)NC2(CCCC2)C1=O)Nc1ccc(F)c(Cl)c1 | i | i | i | i | i | i | i | i | 0 | i | i
CCCOc1ccc(-c2nc[nH]c2[N+](=O)[O-])cc1 | i | i | i | i | i | i | i | i | 20 | i | i
Cc1cccc(C)c1C(=O)N[C@@H](Cc1ccccc1)C(=O)O | i | i | i | i | i | i | i | i | 0 | i | i
COc1ccc(NC(=O)NNC(=O)COc2ccc(Cl)cc2C)cc1OC | i | i | i | i | i | i | i | i | -2 | i | i
Cc1cc2ccccn2c1C(=O)c1ccc(Cl)c([N+](=O)[O-])c1 | i | i | i | i | i | i | i | i | 2 | i | i
CC1=NN(c2ccccc2)C(=O)C1C(=O)c1ccc([N+](=O)[O-])cc1 (stereo not given) | i | i | i | i | -4.7* | i | i | i | 13 | i | i
CSCc1cc(N2CCCC2)nc(-c2ccccc2)n1 | i | i | i | i | i | i | i | i | -12 | i | i
Cc1ccc(CSc2ccc(-c3ccc4c(c3)OCO4)nn2)cc1 | i | i | i | i | i | i | i | i | -5 | i | i
Cc1ccccc1NC(=S)NN1CCN(C)CC1 | i | i | i | i | i | i | i | i | 5 | i | i
COc1ccc(CN2CCC(N3CC(C)OC(C)C3)CC2)c(OC)c1OC (stereo not given) | i | i | i | i | i | i | i | i | 2 | i | i
C=CCN1C(=O)/C(=C\c2ccco2)C(C(=O)OC)=C1C | i | i | i | i | i | i | i | i | -3 | i | i
Nc1ccc(-c2nnc(-c3ccc(-c4ccccc4)cc3)o2)cc1 | i | i | i | i | i | i | i | i | 13 | i | i
COc1cc(S(=O)(=O)N(Cc2cccnc2)Cc2cccc(OC)c2OC)ccc1-n1cnnn1 | i | i | i | i | i | i | i | i | -5 | i | i
CN(CC(=O)Nc1ccccc1Cl)C(=O)c1ccccc1SCC(=O)N1CCCC1 | i | i | i | i | i | i | i | i | -2 | i | i
Fc1ccc(-c2oncc2-c2nnnn2-c2ccccc2)cc1F | i | i | i | i | i | i | i | i | 9 | i | i
CCOC(=O)N1CCN(C(=O)C2CCN(c3ncnc4c3sc3cccc(F)c34)CC2)CC1 | i | i | i | i | i | i | i | i | 2 | i | i
O=C(O)CCCC(=O)Nc1ccccc1C(=O)N1CCCC1 | i | i | i | i | -5.5* | i | i | i | 1 | i | i
NC(=O)Cn1c(O)c(N=NC(=O)CNC(=O)/C=C/c2ccccc2)c2ccccc21 | i | i | i | i | i | i | i | i | -1 | i | i

Compound activity: PubChem BioAssay, several laboratories
